Screening data (PubChem BioAssay)
PLC-beta3 inh: human PLC-beta3 inhibitors, primary screen, biochemical, fluorescence. Purified PLC-beta3, fluorogenic substrate. inhibition, % at 12.2 µM. 0.18% of 370,000 active; in the data active = inhibition above about 11%;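 also: 0% = median of compound wells on plate and 100% = full blocker control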
SIAE primary: human SIAE inhibitors, primary screen, biochemical, fluorescence polarization, FP-Rh probe, 1536-well HTS. SIAE FP-Rh probe binding. inhibition, % at 9.66 µM. 0.69% of 370,000 active;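 active = inhibition above a cutoff: mean of compounds within the control limits plus 3 SD of those, cut at about 17% in these data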;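 also: 0% = plate median of compound wells and 100% = probe without SIAE protein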
ASAP1 GAP inh: inhibitors of human ASAP1 ArfGAP activity, primary screen, biochemical, fluorescence polarization; Arf-GAP with SH3 domain, ANK repeat and PH domain-containing protein 1 (Homo sapiens), …; ASAP1-stimulated ARF1 GTP hydrolysis, GDP FP detection; inhibition, % at 16.5 µM; 0.19% of 360,000 active; AID 624377, 2012; in the data active = inhibition above about 25%;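 also: 0% = vehicle with enzyme and substrate and 100% = no enzyme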
ARFGAP1 inh: inhibitors of rat ARFGAP1 GAP activity, primary screen, biochemical, fluorescence polarization, GDP tracer; AID 651572, 2012; 0.26% of 360,000 active; Arfgap1-stimulated ARF1 GTP hydrolysis, GDP FP detection; ADP-ribosylation factor GTPase-activating protein 1 (Rattus norvegicus), Q62848; inhibition, % at 16.5 µM;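 active = inhibition above a per-plate limit, mean inhibition of low control wells plus 3 SD, cut at about 25% in these data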;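 also: 0% = DMSO wells with enzyme and 100% = wells lacking Arfgap1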
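Assay system: purified rat His6-Arfgap1 residues 1-136 (GAP domain); Reagent: human Δ17 ARF1 bound to GTP; Dosing: 16.5 µM single point, 1.26% DMSO; Times: GTP hydrolysis reaction 2 h at 25 °C; Signal: FP, GDP Alexa 633 tracer displaced from anti-GDP antibody, 620/688 nm; Measure: % inhibition from polarization.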
TDP2 absorb: human TDP2 enzyme inhibitors, primary screen, biochemical, epi absorbance, recombinant enzyme; Tyrosyl-DNA phosphodiesterase 2 (Homo sapiens), O95551; T5PNP hydrolysis, p-nitrophenol absorbance 415 nm; inhibition, % at 12.8 µM; 0.34% of 370,000 active; AID 720702, 2013;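 active = inhibition above the mean of all tested compounds plus 3 SD, set per campaign, cut at about 25% in these data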;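 also: 0% = DMSO with enzyme and 100% = buffer with substrate but no TDP2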
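Assay system: recombinant human TDP2 / Reagent: T5PNP substrate at 5 mM, a TopII-DNA adduct mimic / Measured by: epi absorbance from released p-nitrophenol / Evaluation: % inhibition relative to enzyme-containing and enzyme-free wells / Control set: enzyme-free and DMSO wells / Replicates: each compound tested once, singlicate / Schedule: enzyme reaction with compound for 2 h at 37 °C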
ADAM17 inh: ADAM17 inhibitors, primary screen, biochemical, QFRET; inhibition, % at 6.95 µM; 0.83% of 370,000 active; recombinant ADAM17, EDANS/DABCYL FRET peptide cleavage; Disintegrin and metalloproteinase domain-containing protein 17 (Homo sapiens), P78536;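 active = inhibition above the mean of compounds lying between control limits plus 3 SD, set per campaign, cut at about 8.5% in these data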;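 also: 0% = DMSO-only wells as the low control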
Target sequence (P78536 215-824 limits assumed): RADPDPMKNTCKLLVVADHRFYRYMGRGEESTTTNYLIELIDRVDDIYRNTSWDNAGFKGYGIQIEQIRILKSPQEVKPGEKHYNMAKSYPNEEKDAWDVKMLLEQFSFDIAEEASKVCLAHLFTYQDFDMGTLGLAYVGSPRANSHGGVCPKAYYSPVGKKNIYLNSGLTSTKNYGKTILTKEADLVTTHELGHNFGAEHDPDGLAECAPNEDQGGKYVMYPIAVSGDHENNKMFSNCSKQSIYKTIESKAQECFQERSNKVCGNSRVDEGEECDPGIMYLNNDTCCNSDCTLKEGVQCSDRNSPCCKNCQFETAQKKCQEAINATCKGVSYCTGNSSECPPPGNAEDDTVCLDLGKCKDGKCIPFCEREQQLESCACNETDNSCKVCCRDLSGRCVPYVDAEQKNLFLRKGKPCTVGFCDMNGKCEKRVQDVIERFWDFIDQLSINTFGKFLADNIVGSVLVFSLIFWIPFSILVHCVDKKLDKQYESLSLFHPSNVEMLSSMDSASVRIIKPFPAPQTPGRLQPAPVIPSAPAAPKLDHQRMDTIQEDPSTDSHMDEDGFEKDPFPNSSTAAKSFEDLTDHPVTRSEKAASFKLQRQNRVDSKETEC
ADAM10 inh: human ADAM10 inhibitors, primary screen, biochemical, QFRET, HTS; Disintegrin and metalloproteinase domain-containing protein 10 (Homo sapiens), O14672; AID 720582, 2013; recombinant ADAM10, EDANS/DABCYL FRET peptide cleavage, 3 h; 0.62% of 370,000 active; inhibition, % at 7 µM;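 active = inhibition above a per-campaign cutoff equal to the mean of compounds falling between control-based bounds plus 3 SD, cut at about 20% in these data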;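 also: 0% = DMSO wells while the 100% control is not disclosed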
Tn7 DDE FP: inhibitors of Tn7 peptide binding to fibrin DD(E), primary screen, biochemical, fluorescence polarization, human fibrin, Tn7 probe. FP displacement of FITC-Tn7 peptide from fibrin DD(E); 0% = median of compound wells per plate. inhibition, % at 8.3 µM. 0.13% of 370,000 active. AID 720508, 2013;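 active = inhibition above the mean of compounds falling within the control limits plus 3 SD of them, cut at about 14% in these data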;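 also: 0% = plate median of compound wells and 100% = 10 µM Aha-Tn7 peptide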
Target sequence (P02675 whole entry, looked up): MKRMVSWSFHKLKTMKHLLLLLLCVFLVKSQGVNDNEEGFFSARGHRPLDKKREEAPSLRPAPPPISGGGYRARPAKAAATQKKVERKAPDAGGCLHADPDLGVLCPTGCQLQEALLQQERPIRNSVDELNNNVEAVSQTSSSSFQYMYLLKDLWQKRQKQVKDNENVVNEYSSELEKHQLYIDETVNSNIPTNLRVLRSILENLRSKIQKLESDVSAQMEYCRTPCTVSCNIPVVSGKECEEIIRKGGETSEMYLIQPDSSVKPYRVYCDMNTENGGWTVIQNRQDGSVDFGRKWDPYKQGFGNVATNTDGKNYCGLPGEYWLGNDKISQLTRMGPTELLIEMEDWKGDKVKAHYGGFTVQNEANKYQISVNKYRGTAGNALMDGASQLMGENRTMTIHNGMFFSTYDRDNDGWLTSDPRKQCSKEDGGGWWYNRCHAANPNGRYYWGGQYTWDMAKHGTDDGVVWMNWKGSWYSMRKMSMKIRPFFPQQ
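Also added: labelled Tn7 tracer, 0.1 µM; Assay system: human fibrin DD(E) protein; Amount: 2 µM fibrin DD(E); Schedule: 10 min compound pre-incubation, 3 h probe incubation at room temperature; Repeats: one replicate per compound; Read-out basis: percent inhibition; Measured by: fluorescence polarization of the labelled Tn7 tracer.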
Tn6 DDE FP: inhibitors of Tn6 peptide binding to fibrin DD(E), primary screen, biochemical, fluorescence polarization, human fibrin, Tn6 probe; Fibrin DD(E) TRITC-Tn6 fluorescence polarization displacement; inhibition, % at 8.3 µM; 0.21% of 370,000 active; AID 720509, 2013;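 active = inhibition above a per-campaign cutoff: mean of compounds within control limits plus 3 SD, cut at about 15% in these data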;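 also: 0% = median of all compound wells on the plate and 100% = blocking peptide control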
PLC-gamma1 inh: PLC-gamma1 enzyme inhibitors, primary screen, biochemical, fluorescence, purified enzyme; AID 720700, 2013; fluorogenic substrate; 1-phosphatidylinositol 4,5-bisphosphate phosphodiesterase gamma-1 (Homo sapiens), P19174; 0.84% of 370,000 active; inhibition, % at 12.2 µM; in the data active = inhibition above about 9.5%
Starred values were filed as active, the others as inactive.

nr	Molecule	PLC-beta3 inh	SIAE primary	ASAP1 GAP inh	ARFGAP1 inh	TDP2 absorb
1	COc1cc(OC)c(OC)cc1CN1CCCC(C(=O)N2CCCC2)C1 (stereo not drawn)	-5	-4	-10	6	12
2	O=[N+]([O-])c1ccc(NCCNc2ccc(Cl)nn2)cc1	5	9	-16	6	-9
3	Cc1ccc(NC(=S)N2CCCC(c3ccccc3)=N2)cc1	-7	-5	-6	14	-4
4	C=CCn1c(Cc2ccccc2)nc2c(cnn2-c2ccccc2)c1=O	-7	-6	0	3	0
5	O=C(NCc1cccnc1)C1CC(c2cccc(Br)c2)=NO1 (stereo not drawn)	0	-3	5	-3	1
6	CCc1cc(=O)oc2cc(C)c3c(C)coc3c12	-63	-1	3	8	2
7	COc1ccc(NC(=O)C2CCCN(S(=O)(=O)c3ccc4[nH]c(=O)ccc4c3)C2)cc1OC (stereo not drawn)	-1	-3	-8	-13	-1
8	Cc1ccc(C(=O)N2[C@@H]3CN(C)C(=O)[C@@]2(Cc2ccccc2)[C@H]2C(=O)N(C)C(=O)[C@@H]32)cc1	0	-3	-3	-8	2
9	COc1ccc(S(=O)(=O)N2CCC(C(=O)NCCC(=O)NCCc3cccc(F)c3)CC2)cc1	7	-3	-6	-15	-6
10	CN1CCN(Cc2c(O)ccc3c2oc(=O)c2ccccc23)CC1	-159	3	2	7	-2
11	COc1ccc(/C=N/Nc2nc3ccccc3[nH]2)c(OC)c1OC	-49	21*	-3	7	7
12	Nc1cc(=O)n(Cc2ccccc2)c(=O)n1-c1ccc(F)cc1	0	-2	4	2	6
13	Cn1c(C(=O)O)c(CC(=O)NCc2cccnc2)c2ccccc21	-1	0	2	-12	10
14	Cc1ccc(C(=O)NCC(c2ccco2)N2CCc3ccccc3C2)cc1 (stereo not drawn)	-9	0	-1	-11	4
15	COc1ccc(NC(=S)Nc2ccccn2)cc1	-7	2	-5	9	4

nr	ADAM17 inh	ADAM10 inh	Tn7 DDE FP	Tn6 DDE FP	PLC-gamma1 inh
1	-5	-3	4	-5	3
2	3	4	0	-3	6
3	4	13	-3	-5	3
4	4	-3	-7	-1	0
5	-3	-2	-2	3	2
6	-27	-119	0	-7	-51
7	-3	12	-4	-1	6
8	-2	0	8	16*	0
9	1	16	2	2	7
10	-1	-6	-2	-4	-142
11	-2	-6	4	0	-26
12	-6	5	4	-2	0
13	-1	-1	4	1	-3
14	-6	-2	3	-6	-9
15	-3	3	4	2	0

Next section:
nr	Molecule	PLC-beta3 inh	SIAE primary	ASAP1 GAP inh	ARFGAP1 inh	TDP2 absorb
16	Nc1nc(NC(=O)/C=C/c2ccc(F)cc2)nn1-c1ccccc1	-6	-3	-7	-6	7
17	Cc1nc2ccccc2[nH]c1=O	-24	4	3	-2	-4
18	Cc1cnc(C(=O)OCC(=O)Nc2ccc(Oc3ccccc3)cc2)cn1	-3	-4	3	7	-1
19	COc1ccc(S(=O)(=O)NC2CC(C)(C)NC(C)(C)C2)cc1	-6	1	-7	5	3
20	CCCn1cnc2c(SCc3ccccn3)nc(N)nc21	-1	-1	3	1	-7
21	O=C(NCC(c1ccc(F)cc1)N1CCOCC1)c1ccc(C(=O)c2ccccc2)cc1 (stereo not drawn)	-3	8	-18	6	-5
22	COCCCN1C(=O)C(CC(=O)NCc2cccc3ccccc23)CC(C(=O)N(C)C)=C1C (stereo not drawn)	2	3	8	5	12
23	Cc1ccc(C)c(S(=O)(=O)N2CCN(C(=O)c3cc(-c4cccs4)nn3-c3ccccc3)CC2)c1	-2	16	-5	4	-5
24	CCCNC(=O)c1ccccc1NC(=O)c1ccccc1SC	3	3	-11	-8	0
25	O=S(=O)(c1ccccc1C(F)(F)F)N1CCN(c2ncnc3sccc23)CC1	-10	-6	-3	3	2
26	CCC1=C(OC(=O)N(CC)CC)N2C(=O)OC(=NCc3ccccc3)[C@]2(C)[C@H]2C1=CC[C@H]1C(=O)N(CC)C(=O)[C@H]12	-4	-3	9	3	-26
27	C/C(=N\NC(=O)c1ccc(F)cc1)c1cccc(NC(=O)c2cccc(F)c2)c1	0	1	-5	23	-11
28	O=[N+]([O-])c1ccc(COc2ccccc2CN2CCOCC2)cc1	-2	6	-6	-1	-2
29	CCCNC(=O)N1CCC(Cc2ccccc2)CC1	-6	3	9	20	-9
30	COCCSc1nnc(NC(=O)CCS(=O)(=O)c2ccccc2)s1	-11	-5	1	-13	3

nr	ADAM17 inh	ADAM10 inh	Tn7 DDE FP	Tn6 DDE FP	PLC-gamma1 inh
16	-1	-1	-3	6	4
17	-37	-80	-2	3	-10
18	-4	-6	2	-3	-4
19	-7	1	-2	-5	0
20	-9	-2	-4	2	6
21	2	9	10	4	2
22	-5	-5	-6	2	-1
23	1	-3	-7	0	3
24	0	7	2	7	3
25	-2	-8	-3	0	1
26	-2	-6	-8	-3	2
27	4	9	-10	-6	4
28	0	-4	-3	-7	0
29	-3	-7	-2	0	3
30	-1	-2	-4	-7	-1

(more compounds)
nr	Molecule	PLC-beta3 inh	SIAE primary	ASAP1 GAP inh	ARFGAP1 inh	TDP2 absorb
31	CC1(C(=O)NS(=O)(=O)c2ccccc2OC(F)(F)F)CCN1C(=O)Cc1ccccc1 (stereo not drawn)	3	-2	-7	-3	4
32	CSc1ccc(CN(C)C(=O)c2cccc(S(=O)(=O)NCc3ccccc3)c2)cc1	-9	9	1	3	0
33	CSCC[C@@H](CO)NC(=O)c1ccc2nc(C3CCCCC3)oc2c1	-6	12	6	6	8
34	CCOC(=O)N1CCN(C(=O)C[C@@H]2C[C@@]3(C(=O)OCC)CCCC=C3N(Cc3ccccc3)C2=O)CC1	5	9	10	0	8
35	CCN(CC(=O)Nc1ccc2c(c1)OCCO2)C(=O)C(C)Oc1ccc(F)cc1 (stereo not drawn)	5	-6	0	16	-14
36	O=C(Nc1ccc(Cl)cc1C(F)(F)F)c1ccc(Cl)cc1	2	10	4	-10	-4
37	COc1ccc(/C=C(/NC(=O)/C=C/c2ccccc2)C(=O)NCCCCCC(=O)O)cc1	-10	-1	-7	1	-14
38	CCOC(=O)CCNC(=O)Nc1cc2nc(C)n(Cc3cccc(Cl)c3)c2nc1C	-6	-4	-8	-1	-7
39	CCOC(=O)NNS(=O)(=O)c1cc(Br)ccc1Br	2	0	2	-9	-16
40	COc1cc(OC)cc(-c2cc3ccccc3c(=O)o2)c1	-31	-10	-5	10	2
41	Cc1ccc(CNC(=O)CN(C)S(=O)(=O)c2cnc[nH]2)cc1	4	-2	-5	-6	1
42	COc1ccc(NS(=O)(=O)c2cc(NC(=O)c3ccc(S(=O)(=O)N(C)C)cc3)ccc2N2CCOCC2)cc1	-3	-62	1	9	-6
43	Cc1ccc(C(=O)COC(=O)CCC(=O)NC2CCCCC2)cc1C	-3	-1	-1	6	-5
44	O=C(CSc1nnc(CNC(=O)c2ccco2)o1)Nc1ccc(F)cc1	-4	3	10	6	-2
45	Cc1ccccc1OC(=O)c1cccc(S(=O)(=O)N2CCN(C)CC2)c1	-10	2	9	3	-9
46	COc1ccc(NC(=O)c2sc3nc(Cc4ccccc4)cc(C(F)(F)F)c3c2N)cc1OC	-5	14	5	5	5
47	CCOC(=O)c1cn(CC)c2ccc(S(=O)(=O)N3CC(C)CC(C)C3)cc2c1=O (stereo not drawn)	-1	-1	4	11	3
48	CCCCNC(=O)N1CCN(S(C)(=O)=O)CC1	1	-7	-8	-7	6

nr	ADAM17 inh	ADAM10 inh	Tn7 DDE FP	Tn6 DDE FP	PLC-gamma1 inh
31	1	7	3	6	4
32	-2	0	0	1	-2
33	-1	5	2	3	-3
34	-1	3	-2	-7	1
35	5	8	-2	-7	3
36	2	7	-3	-4	3
37	-2	2	-2	1	0
38	-11	-15	10	7	-2
39	0	9	-4	10	4
40	-15	-69	5	4	-19
41	-2	-4	-2	-4	2
42	8	9	7	6	-5
43	-3	-7	-4	1	1
44	1	1	-1	-3	4
45	3	-8	-10	-1	3
46	1	-2	-3	-1	-3
47	-3	2	-3	3	0
48	1	5	3	5	-1

3 entries already listed, arranged by their value in ADAM17 inh, low to high.
nr	Molecule	PLC-beta3 inh	SIAE primary	ASAP1 GAP inh	ARFGAP1 inh	TDP2 absorb
38	CCOC(=O)CCNC(=O)Nc1cc2nc(C)n(Cc3cccc(Cl)c3)c2nc1C	-6	-4	-8	-1	-7
41	Cc1ccc(CNC(=O)CN(C)S(=O)(=O)c2cnc[nH]2)cc1	4	-2	-5	-6	1
39	CCOC(=O)NNS(=O)(=O)c1cc(Br)ccc1Br	2	0	2	-9	-16

nr	ADAM17 inh	ADAM10 inh	Tn7 DDE FP	Tn6 DDE FP	PLC-gamma1 inh
38	-11	-15	10	7	-2
41	-2	-4	-2	-4	2
39	0	9	-4	10	4

Among those listed so far, 2 contain a COOH group:
nr	Molecule	PLC-beta3 inh	SIAE primary	ASAP1 GAP inh	ARFGAP1 inh	TDP2 absorb
13	Cn1c(C(=O)O)c(CC(=O)NCc2cccnc2)c2ccccc21	-1	0	2	-12	10
37	COc1ccc(/C=C(/NC(=O)/C=C/c2ccccc2)C(=O)NCCCCCC(=O)O)cc1	-10	-1	-7	1	-14

nr	ADAM17 inh	ADAM10 inh	Tn7 DDE FP	Tn6 DDE FP	PLC-gamma1 inh
13	-1	-1	4	1	-3
37	-2	2	-2	1	0

Record cards, as listed above. Order of screens: PLC-beta3 inh | SIAE primary | ASAP1 GAP inh | ARFGAP1 inh | TDP2 absorb | ADAM17 inh | ADAM10 inh | Tn7 DDE FP | Tn6 DDE FP | PLC-gamma1 inh
COc1ccc(S(=O)(=O)NC2CC(C)(C)NC(C)(C)C2)cc1 across the screens: -6 | 1 | -7 | 5 | 3 | -7 | 1 | -2 | -5 | 0
COc1ccc(/C=N/Nc2nc3ccccc3[nH]2)c(OC)c1OC across the screens: -49 | 21* | -3 | 7 | 7 | -2 | -6 | 4 | 0 | -26
